Assay outcomes (PubChem BioAssay)
NPSR antagonist – qHTS Assay for Antagonists of the Neuropeptide S Receptor: cAMP Signal Transduction. CHO-NPSR cells, cAMP TR-FRET, antagonist mode. Potency, µM (top dose mostly 38.3 µM), for inactives: top-dose activity change, negative = inhibition, most hits filed as inhibitors. 220,000 compounds, 1% hits; further: on the % scale 0 is the no-effect control and ±100 the full control effect; nearly all actives have a fitted effect of over 50% in size; many of its hits are not listed in these tables
KinaseGlo FLuc – Counterscreen for Luciferase (Kinase-Glo TM) Inhibition; Potency, µM (doses to about 38.3 µM), inactives show at the top dose activity change, negative = inhibition, most hits filed as inhibitors; 200,000 compounds, 0.28% hits; Luciferin 4-monooxygenase (Photuris pensylvanica), Q27757; AID 1379, 2008; Kinase-Glo luciferase, ATP luminescence, 8 min; further: on the % scale 0 is the no-effect control and ±100 the full control effect; nearly all actives have a fitted effect of over 60% in size
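Compounds were added to a substrate mix at pH 7.2 (50 mM imidazole, 10 uM ATP, within the enzyme's linear range), followed by Kinase-Glo detection reagent; luminescence was measured after 8 minutes at ambient temperature.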
GoLoco inh red – qHTS Assay for Inhibitors of RGS12 GoLoco Motif Activity (Red Fluorophore); Gai1:RGS12 GoLoco peptide FP, rhodamine, 10 min; Potency, µM (highest dose often 61.6 µM), for inactives: top-dose activity, negative = inhibition, most hits filed as inhibitors; 230,000 compounds, 0.44% hits; AID 880, 2007; active means well fitted inhibition curve with a large enough effect, not every such curve was filed as active; inactive means no such curve, though single readings can be large or run the other way; further: on the % scale 0 is the no-effect control and ±100 the full control effect; nearly all actives have a fitted effect of over 30% in size; many of its hits are not listed in these tables
Epigenetic reg – Quantitative High-Throughput Screen for Regulators of Epigenetic Control; murine LDR cells, GFP reporter derepression, 30 h; 280,000 compounds, 0.2% hits; Potency, µM (doses to about 53.9 µM), for inactives: top-dose GFP activation, hits mostly activators; AID 1865, 2009; further: % of control where 0% means no effect; nearly all actives have a fitted effect of over 60% in size
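In this reporter-derepression format, murine cells bearing a silenced integrated CMV-GFP locus incubate with test compound (30 h, 37 C), then are washed and imaged; fluorescent objects of 20–120 um count as induced cells.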
IMPase Li cell – qHTS Assay for Identifying the Cell-Membrane Permeable IMPase Inhibitors: Potentiation with Lithium. CHO-M1 cells, IP1 TR-FRET (IP-One), carbachol + lithium. Potency, µM (series often up to 59.4 µM), without a hit: at the highest dose activity, negative = IMPase inhibition, most hits filed as inhibitors. 210,000 compounds, 0.35% hits;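 further: IP1 builds up when IMPase is blocked and the TR-FRET signal falls; plate controls were basal vehicle for no effect and high inhibitor control for full effect; nearly all actives have a fitted effect of over 50% in size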
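CHO cells stably expressing M1 receptor (2000/well, cultured 16–30 h) treated 30 min at 37C with compound plus low lithium. Cytosolic IP1 by TR-FRET (665/620 ratio and 620 channel) after 10 min lysis; AC50 by Hill fit.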
KDM4E inh – qHTS Assay for Inhibitors of Human Jumonji Domain Containing 2E (JMJD2E) | Lysine-specific demethylase 4E (Homo sapiens), B2RXH2 | JMJD2E catalytic domain, FDH-coupled NADH fluorescence (FDH is formaldehyde dehydrogenase) | Potency, µM (top dose mostly 57.1 µM), inactives show at the top dose activity change, negative = inhibition, actives largely listed as inhibitors | 230,000 compounds, 1.6% hits | AID 2147, 2009; active means well fitted inhibition curve with a large enough effect, not every such curve was filed as active; inconclusive means small, poorly fitted or top-dose-only effect, or another doubt; inactive means no such curve, though single readings can be large or run the other way;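 further: 0% = wells with enzyme and -100% = buffer wells without enzyme; nearly all actives have a fitted effect of over 50% in size; many of its hits are not listed in these tables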
Target sequence (B2RXH2 1-337 limits assumed): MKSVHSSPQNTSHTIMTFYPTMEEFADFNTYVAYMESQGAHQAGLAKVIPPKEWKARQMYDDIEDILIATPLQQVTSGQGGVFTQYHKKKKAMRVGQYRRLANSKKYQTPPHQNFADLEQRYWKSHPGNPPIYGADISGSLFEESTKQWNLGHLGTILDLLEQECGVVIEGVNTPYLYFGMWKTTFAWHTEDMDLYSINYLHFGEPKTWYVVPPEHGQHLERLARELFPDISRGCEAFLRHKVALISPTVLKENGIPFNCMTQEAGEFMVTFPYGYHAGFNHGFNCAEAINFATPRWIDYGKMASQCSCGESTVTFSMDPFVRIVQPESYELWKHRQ
RECQ1 helicase – qHTS Assay for Inhibitors of RecQ-Like Dna Helicase 1 (RECQ1) | ATP-dependent DNA helicase Q1 (Homo sapiens), P46063 | AID 2549, 2010 | 240,000 compounds, 0.54% hits | RECQ1 DNA unwinding, red fluorescence kinetic read | Potency, µM (doses to about 57.3 µM), for the others: top-dose activity, negative = inhibition, hits mostly inhibitors;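 further: plate controls were vehicle for no effect and no enzyme for full effect; nearly all actives have a fitted effect of over 30% in size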
Target sequence (P46063 whole entry, looked up): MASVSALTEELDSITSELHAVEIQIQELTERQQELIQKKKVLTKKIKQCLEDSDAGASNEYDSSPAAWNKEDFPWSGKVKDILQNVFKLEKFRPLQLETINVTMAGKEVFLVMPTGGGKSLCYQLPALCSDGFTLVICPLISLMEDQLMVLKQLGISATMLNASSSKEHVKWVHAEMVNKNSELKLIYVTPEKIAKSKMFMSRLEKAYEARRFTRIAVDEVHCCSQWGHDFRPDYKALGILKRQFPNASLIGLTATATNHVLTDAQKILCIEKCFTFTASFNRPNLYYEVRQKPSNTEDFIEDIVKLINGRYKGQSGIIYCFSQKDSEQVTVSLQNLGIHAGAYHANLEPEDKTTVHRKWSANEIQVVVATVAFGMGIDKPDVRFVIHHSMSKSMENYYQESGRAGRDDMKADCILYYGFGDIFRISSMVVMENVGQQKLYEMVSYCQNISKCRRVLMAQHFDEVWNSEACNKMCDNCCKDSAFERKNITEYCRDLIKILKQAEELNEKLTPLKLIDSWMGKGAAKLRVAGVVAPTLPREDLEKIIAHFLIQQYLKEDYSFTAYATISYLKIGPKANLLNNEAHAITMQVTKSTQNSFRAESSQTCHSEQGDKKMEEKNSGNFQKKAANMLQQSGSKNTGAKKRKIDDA
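50 nM RECQ1T1 preincubated 15 min with compound in Tris pH 8.0 buffer with MgCl2, DTT, Tween-20 and 2.5 ug/ml poly(dI-dC); started with 200 nM TAMRA/BHQ-2 forked duplex and 2 mM ATP. Unwinding read as fluorescence (525/598 nm), two reads 2 h apart.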
SMN2 splice up – qHTS Assay for Enhancers of SMN2 Splice Variant Expression. HEK293 SMN2-luciferase splicing reporter, luminescence, 30-36 h. Potency, µM (series often up to 46.1 µM), for inactives: at the highest dose activity change, positive = activation, most hits filed as activators. 210,000 compounds, 2.8% hits. AID 1458, 2008; further: % of control where 0% means no effect; nearly all actives have a fitted effect of over 55% in size
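HEK293 cells carry an SMN2 […]–luciferase reporter in which exon 7 inclusion puts luciferase in frame. Cells were plated 10-12 h before compound addition, then incubated 30-36 h at 37C. ONE-Glo luminescence was read; sodium butyrate at 4.5 mM final served as control.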
The depositor's hits bear a star; i = inactive; ? = inconclusive; / = no result given; [ ] = remark or other dose. Unless noted, the call rests on the fitted dose curve; in most records, active means well fitted curve in the direction sought with a large enough effect; inconclusive means small, poorly fitted or top-dose-only effect, or another doubt; inactive means no such curve, though single readings can be large; an effect the other way counts as inactive or inconclusive. Potency means the concentration at half of the fitted maximal effect. Only part of the results is shown; the hit share may differ from the screen's.

Preview:
[1] CC1=NN(C(C#N)c2c(C)nn(Cc3ccccc3)c2C)C(C)(C)C1 (stereo unspecified)
[2] Cc1onc(-c2c(Cl)cccc2Cl)c1C(=O)NCC1CCCO1 (stereo unspecified)
[3] O=C(Cn1nnc(-c2ccccc2F)n1)NCCc1ccccc1
[4] Cc1ccc2nc3c(c(C(=O)OCC(=O)N(C)C4CCS(=O)(=O)C4)c2c1)CCCC3 (stereo unspecified)
[5] CCc1ccccc1NC(=S)N(CCN(C)C)Cc1cccs1

| assay / entry | 1 | 2 | 3 | 4 | 5 |
| --- | --- | --- | --- | --- | --- |
| NPSR antagonist | 15.8% | -11.6%[46.1 µM] | 3.3%[46.1 µM] | -18.7% | 6.7% |
| KinaseGlo FLuc | 0.7% | -2.5% | 18.9% | -0.1% | -2.1% |
| GoLoco inh red | 6.0% | 4.5% | 8.4% | -0.4% | 16.9% |
| Epigenetic reg | 0.5% | 0.0% | 0.0% | 0.9% | 1.1% |
| IMPase Li cell | 1.1% | 16.8%[38.3 µM] | -5.6%[38.3 µM] | -0.2% | 14.1% |
| KDM4E inh | 0.5% | 6.4% | -0.2% | ? | -6.2% |
| RECQ1 helicase | i | -4.8% | -10.1% | -6.0% | 2.5% |
| SMN2 splice up | -0.1% | 0.4% | 11.8% | 12.8% | -5.7% |

Main list, previewed entries included:
[1] CC1=NN(C(C#N)c2c(C)nn(Cc3ccccc3)c2C)C(C)(C)C1 (stereo unspecified)
[2] Cc1onc(-c2c(Cl)cccc2Cl)c1C(=O)NCC1CCCO1 (stereo unspecified)
[3] O=C(Cn1nnc(-c2ccccc2F)n1)NCCc1ccccc1
[4] Cc1ccc2nc3c(c(C(=O)OCC(=O)N(C)C4CCS(=O)(=O)C4)c2c1)CCCC3 (stereo unspecified)
[5] CCc1ccccc1NC(=S)N(CCN(C)C)Cc1cccs1
[6] COc1ccc(-c2nnc(SCc3nnc(-c4ccc(Cl)cc4)o3)n2-c2ccccc2)cc1

| assay / entry | 1 | 2 | 3 | 4 | 5 | 6 |
| --- | --- | --- | --- | --- | --- | --- |
| NPSR antagonist | 15.8% | -11.6%[46.1 µM] | 3.3%[46.1 µM] | -18.7% | 6.7% | ? |
| KinaseGlo FLuc | 0.7% | -2.5% | 18.9% | -0.1% | -2.1% | -0.9% |
| GoLoco inh red | 6.0% | 4.5% | 8.4% | -0.4% | 16.9% | 4.9% |
| Epigenetic reg | 0.5% | 0.0% | 0.0% | 0.9% | 1.1% | 0.0% |
| IMPase Li cell | 1.1% | 16.8%[38.3 µM] | -5.6%[38.3 µM] | -0.2% | 14.1% | 14.3%[38.3 µM] |
| KDM4E inh | 0.5% | 6.4% | -0.2% | ? | -6.2% | -3.6% |
| RECQ1 helicase | i | -4.8% | -10.1% | -6.0% | 2.5% | 18.3% |
| SMN2 splice up | -0.1% | 0.4% | 11.8% | 12.8% | -5.7% | -41.3%[inhibitor] |

3 compounds already listed, sorted by SMILES length, falling.
[4] Cc1ccc2nc3c(c(C(=O)OCC(=O)N(C)C4CCS(=O)(=O)C4)c2c1)CCCC3 (stereo unspecified)
[3] O=C(Cn1nnc(-c2ccccc2F)n1)NCCc1ccccc1
[5] CCc1ccccc1NC(=S)N(CCN(C)C)Cc1cccs1

| assay / entry | 4 | 3 | 5 |
| --- | --- | --- | --- |
| NPSR antagonist | -18.7% | 3.3%[46.1 µM] | 6.7% |
| KinaseGlo FLuc | -0.1% | 18.9% | -2.1% |
| GoLoco inh red | -0.4% | 8.4% | 16.9% |
| Epigenetic reg | 0.9% | 0.0% | 1.1% |
| IMPase Li cell | -0.2% | -5.6%[38.3 µM] | 14.1% |
| KDM4E inh | ? | -0.2% | -6.2% |
| RECQ1 helicase | -6.0% | -10.1% | 2.5% |
| SMN2 splice up | 12.8% | 11.8% | -5.7% |

Carrying on:
[7] Cc1ccc(NC(=O)Cn2c(/C=C/c3ccccc3)nc3ccccc32)cc1C
[8] CC(C)n1c(SCCCc2ccccc2)nc2c1c(=O)[nH]c(=O)n2C
[9] Nc1nc(N)c(N=Nc2ccc(SCC(=O)O)cc2)c(=O)[nH]1
[10] COc1ncnc(NS(=O)(=O)c2ccc(N)cc2)c1OC
[11] CCN(Cc1ccncc1)C(=S)Nc1ccc(Cl)cc1
[12] COc1ccc(C2C(C(=O)N3CCN(c4ccccc4F)CC3)c3ccccc3C(=O)N2C)cc1 (stereo unspecified)

| assay / entry | 7 | 8 | 9 | 10 | 11 | 12 |
| --- | --- | --- | --- | --- | --- | --- |
| NPSR antagonist | -18.0%[46.1 µM] | -6.5% | -0.9% | / | -1.6% | -13.3%[46.1 µM] |
| KinaseGlo FLuc | -1.4% | -2.9% | / | 1.7%[17.1 µM] | 3.6% | 1.3% |
| GoLoco inh red | 0.7% | 6.7% | 11.8% | -1.3%[21.6 µM] | 5.1% | 7.3% |
| Epigenetic reg | -3.4% | -1.0% | 4.3% | 1.1%[16.9 µM] | -0.2% | 0.0% |
| IMPase Li cell | -2.0% | 1.5% | / | -5.0% | -0.6% | 24.6%[38.3 µM] |
| KDM4E inh | ? | -3.0% | ? | -7.5%[25.5 µM] | -1.4% | -0.2% |
| RECQ1 helicase | -13.2% | 13.2% | 1.0% | -6.7%[25.9 µM] | -7.4% | 1.0% |
| SMN2 splice up | 17.6% | -6.6% | / | -5.0%[20.6 µM] | -24.1% | -10.9% |

[13] CCn1c(C)cc2c(c1=O)C(c1ccccc1Br)C(C#N)=C(N)O2 (stereo unspecified)
[14] CC(=O)Nc1cccc(C(=O)N/N=C/c2ccccc2F)c1
[15] CCOC(=O)c1cc2c(N)c(C(=O)c3cc(C#N)c(SC)nc3C)sc2nc1C
[16] Cc1nc2c(cnn2-c2ccccc2)c(=O)n1/N=C/c1ccccc1
[17] CN(C)CCN1C(=O)C(O)=C(C(=O)c2cc3ccccc3o2)C1c1ccccn1 (stereo unspecified)
[18] CCN(CC)S(=O)(=O)c1ccc(S(=O)(=O)Nc2ccc3c(c2)oc2ccccc23)cc1

| assay / entry | 13 | 14 | 15 | 16 | 17 | 18 |
| --- | --- | --- | --- | --- | --- | --- |
| NPSR antagonist | 2.1%[46.1 µM] | 6.5% | 0.0%[46.1 µM] | -3.7% | 10.7%[46.1 µM] | ? |
| KinaseGlo FLuc | -2.0% | ? | 9.0% | / | -1.4% | 21.6% |
| GoLoco inh red | 5.3% | -10.7% | 7.3% | 3.7% | 12.9% | 4.6% |
| Epigenetic reg | -0.7% | 0.0% | ? | 0.0% | -1.1% | -0.7% |
| IMPase Li cell | 10.9%[38.3 µM] | -6.8% | -16.3%[38.3 µM] | / | ? | 41.2%[activator][38.3 µM] |
| KDM4E inh | ? | 0.4% | -4.2% | 2.8% | ? | -9.2% |
| RECQ1 helicase | 14.0% | 0.3% | -11.7% | i | -7.9% | -19.9% |
| SMN2 splice up | 4.1% | ? | -20.5% | / | -8.5% | -48.8%[inhibitor] |

[19] CCOC(=O)c1cc(-c2ccccc2)n(CCC(=O)N2CCN(c3ccccc3OC)CC2)c1C
[20] COC(=O)c1ccccc1NC(=O)C(C)NS(=O)(=O)c1ccc(OC)cc1 (stereo unspecified)
[21] Cc1ccc(S(=O)(=O)NCCCOC(=O)Nc2ccncc2)cc1
[22] Cc1nc([N+](=O)[O-])c(C(=O)OCc2ccccc2C#N)n1C
[23] COC(=O)C1=C(C(=O)OC)[C@@H]2Nc3ccccc3[C@@]23C[C@@H](C(=O)OC)N(C(=O)c2cc(C)oc2C)C3=N1
[24] CC1(C)CC2(CCO1)C(Nc1ccccc1)=NC(=S)N2c1ccccc1 (stereo unspecified)
[25] NC(=O)CSc1nnnn1-c1ccc2c(c1)OCCO2
[26] COC(=O)c1sc2ncccc2c1OCc1c(Cl)cccc1Cl
[27] CCCCOc1ccc(CSCCNC(=S)Nc2ccccc2)cc1

| assay / entry | 19 | 20 | 21 | 22 | 23 | 24 | 25 | 26 | 27 |
| --- | --- | --- | --- | --- | --- | --- | --- | --- | --- |
| NPSR antagonist | -41.0% | -2.1%[46.1 µM] | 6.3%[46.1 µM] | 6.4% | / | 6.6% | -2.7%[46.1 µM] | ? | -28.1% |
| KinaseGlo FLuc | -3.3% | -2.1% | -2.5% | -3.6% | -5.7%[7.66 µM] | / | 1.3% | 0.3% | 2.6% |
| GoLoco inh red | -0.9% | 8.8% | 2.8% | 0.2% | 5.2%[14.2 µM] | -0.4% | 12.2% | 4.6% | 6.9% |
| Epigenetic reg | -0.9% | -2.1% | -0.8% | 0.2% | / | 11.5% | -1.2% | 0.0% | 0.0% |
| IMPase Li cell | 17.6% | 6.5%[38.3 µM] | -7.0%[38.3 µM] | 1.1% | 13.1% | / | 1.9% | 2.7%[38.3 µM] | 11.1% |
| KDM4E inh | -10.1% | ? | 6.3% | -6.3% | -4.7%[11.4 µM] | 2.7% | 9.3% | -11.1% | -6.1% |
| RECQ1 helicase | 2.6% | i | 14.6% | 0.5% | -6.3%[11.5 µM] | -1.2% | -6.3% | i | -9.4% |
| SMN2 splice up | -37.1% | / | -44.6%[inhibitor] | ? | 3.2%[9.22 µM] | / | -14.1% | 8.6% | -18.8% |
